Bioassay records (PubChem)
F508del corr: CFTR F508del correction in bronchial cells | activity (quench increase), % at 7.58 µM | CFBE cells, YFP halide quenching; stimulated with forskolin plus potentiator P3; % fluorescence drop versus neutral controls | 0.36% of 350,000 active | AID 720511;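 active = mean added fluorescence quench of at least 8% versus neutral control, with both replicates also reaching 8%; inconclusive = only one of the mean or replicate conditions met; inactive = mean below 8% and not both replicates reaching 8%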;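 note: cells transiently co-express mutant CFTR-F508del with the halide-sensitive YFP; corrector assay measuring rescue of mutant channel to the surface after 24 h compound exposure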
DENV2 CPE rescue: protects cells from dengue virus 2 cytopathic effect | DENV2-infected cells, cytopathic effect rescue, plate reader | CPE inhibition, % at 9.99 µM | 1.7% of 350,000 active | AID 651640; in the data active = CPE inhibition above about 20%, passing the limit was not always enough; inconclusive = no clear call, values can overlap the other calls; tested in BHK-21 cells;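 note: 0% = median of neutral control wells and 100% = median of positive control wells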
Casp6 inh: caspase-6 (human) enzyme inhibition. purified caspase-6, Z-VEID-R110 cleavage fluorescence. AID 686996. inhibition, % at 12.5 µM. 0.53% of 350,000 active. P55212;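 active = mean inhibition across replicates at least about 35%, with every replicate also reaching that limit, limit read from the data; inconclusive = only one of the two criteria met; inactive = neither criterion met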;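 note: 0% = median of neutral control wells and 100% = no fluorescence left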
ERAP1 inh: blocks human ERAP1 aminopeptidase activity. 0.15% of 340,000 active. recombinant ERAP1, Leu-AMC fluorescence, 60 min. inhibition, % at 10.7 µM;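 active = mean replicate inhibition of at least 30%, or all replicates individually reaching that 30% level; inactive = mean below 30% and not every replicate reaching it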;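 note: 0% = neutral control wells and 100% = L-leucinethiol positive control wells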
Target sequence (Q9NZ08 whole entry, looked up): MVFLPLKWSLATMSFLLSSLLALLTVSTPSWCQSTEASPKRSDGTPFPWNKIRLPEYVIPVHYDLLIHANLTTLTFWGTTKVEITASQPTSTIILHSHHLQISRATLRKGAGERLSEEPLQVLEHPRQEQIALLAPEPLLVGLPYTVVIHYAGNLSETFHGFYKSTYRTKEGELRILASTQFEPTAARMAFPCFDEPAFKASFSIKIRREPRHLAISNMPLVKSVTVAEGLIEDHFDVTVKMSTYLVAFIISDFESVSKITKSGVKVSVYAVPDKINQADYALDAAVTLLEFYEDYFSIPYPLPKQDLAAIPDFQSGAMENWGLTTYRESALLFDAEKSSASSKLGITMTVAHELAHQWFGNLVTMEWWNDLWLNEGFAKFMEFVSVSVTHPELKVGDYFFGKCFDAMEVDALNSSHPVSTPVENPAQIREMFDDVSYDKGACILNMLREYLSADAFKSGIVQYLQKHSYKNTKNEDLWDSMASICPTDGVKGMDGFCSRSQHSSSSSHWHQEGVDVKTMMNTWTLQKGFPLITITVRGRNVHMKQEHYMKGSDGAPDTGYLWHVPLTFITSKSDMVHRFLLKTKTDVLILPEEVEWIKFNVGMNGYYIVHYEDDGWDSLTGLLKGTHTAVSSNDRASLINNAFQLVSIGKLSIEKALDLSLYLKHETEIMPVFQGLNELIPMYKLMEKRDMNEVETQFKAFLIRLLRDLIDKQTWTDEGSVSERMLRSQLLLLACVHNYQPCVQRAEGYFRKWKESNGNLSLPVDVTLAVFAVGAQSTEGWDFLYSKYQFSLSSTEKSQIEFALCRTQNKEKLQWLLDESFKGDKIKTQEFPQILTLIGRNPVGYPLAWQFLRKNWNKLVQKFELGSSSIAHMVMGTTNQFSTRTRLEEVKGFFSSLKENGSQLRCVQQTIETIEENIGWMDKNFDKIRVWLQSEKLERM
SIRT5 inh: blocks human SIRT5 desuccinylation of peptide; Q9NXA8; inhibition, % at 15 µM; 1.1% of 330,000 active; Purified SirT5, succinyl-peptide AMC, trypsin-coupled fluorescence; AID 652115; in the data active = inhibition above about 15%; inconclusive = no clear call, values can overlap the other calls
miR122 inh: inhibitors of miR-122 in Huh7 cells. activation (reporter increase), % at 12.5 µM. Huh7 miR-122 Renilla luciferase sensor, 48 h; neutral wells = 0, positive control = 100. 0.3% of 340,000 active;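 active = mean replicate activation score at least 90 and every replicate individually at or above 90; inconclusive = only one of the two criteria met; inactive = neither criterion met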;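 note: higher luciferase means less miR-122 activity so hits act as miR-122 inhibitors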
ERp5 block: ERp5 (human) disulfide isomerase inhibition. ERp5 insulin aggregation, absorbance 650 nm, 90 min. inhibition, % at 9.99 µM. 0.05% of 350,000 active. AID 651711;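 active = mean replicate inhibition above about 25%, with every replicate also reaching it, limit read from the data, passing the limit was not always enough; inconclusive = only one of those two criteria met; inactive = neither criterion met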
* marks the source's active call; other numbers are inactive results; u = inconclusive; x = no result given; & = joins results of further samples; [ ] = another dose, or the depositor's remark.

item	mol	miR122 inh	ERAP1 inh	ERp5 block	Casp6 inh	SIRT5 inh	F508del corr	DENV2 CPE rescue
1	COc1cccc(COC(=O)c2cc(=O)[nH]c3ccc(S(=O)(=O)N4CCOCC4)cc23)c1OC	-2	6	-3	3	0	-0.5	7
2	C[C@@H]1CN([C@H](C)CO)C(=O)c2cccc(NC(=O)CCCCCC(=O)Nc3ccccc3N)c2O[C@@H]1CN(C)Cc1ccc(-c2ccccc2)cc1	x	1	7	0	14	0.8	36*
3	COc1ccc(NC(=O)Nc2nnc(Cc3ccccc3)s2)cc1	-3	-3	-3	-1	-1	1.3	0
4	O=C(NCCCN1CCN(c2ccc(F)cc2)CC1)NC12CC3CC(CC(C3)C1)C2	0	0	4	-8	-3	0.9	3
5	O=C(Nc1nccs1)c1ccc([N+](=O)[O-])cc1Cl	-7	2	0	0	0	2.8	-5
6	COc1ccc(S(=O)(=O)N(C)C[C@@H]2Oc3c(NC(=O)NC(C)C)cccc3C(=O)N([C@H](C)CO)C[C@@H]2C)cc1	-3[16.7 µM]	-3	-3	-1	4	-1.6	-11
7	COCC(=O)N1C[C@@H](C)[C@@H](OC)CN(C)C(=O)c2ccc(NS(C)(=O)=O)cc2OC[C@H]1C	x	x	-5	x	-4	-1.1	4
8	CCCCCCN1C[C@H](n2cc(COC(=O)c3ccccc3)nn2)[C@@H](O)C[C@@H]1c1ccccc1	0	-2	1	-7	-2	-1.2	6
9	CC1(C(=O)N/N=C/c2ccccc2)CC1(Cl)Cl (stereo not given)	-5	0	5	0	-3	x	2
10	Cc1nn(C)c(C)c1CN(Cc1nc(-c2cc(F)ccc2F)oc1C)C1CC1	3	-4	4	1	-2	-1.2	-8
11	CCOC(=O)C1CCCN(C(=O)Nc2c(-c3ccccc3)noc2C)C1 (stereo not given)	-8	1	4	-2	0	-0.8	4
12	COc1cc(/C=C/C(=O)O)cc(S(=O)(=O)N2CCN(S(=O)(=O)c3ccc(Cl)cc3)CC2)c1OC	-8	1	3	4	-4	-0.4	-4
13	C[C@@H]1CN([C@H](C)CO)C(=O)c2cc(-c3cncnc3)cnc2O[C@@H]1CN(C)C(=O)Cc1ccccc1	0[16.7 µM]	-2	-4	1	-2	2.5	6
14	Cc1ccccc1N1CC(C(=O)NC2CCCC2)CC1=O (stereo not given)	x	-1	2	3	-1	0.7	18
15	C[C@@H]1CN([C@H](C)CO)C(=O)c2cc(NS(=O)(=O)c3ccc(Cl)cc3)ccc2O[C@@H]1CN(C)C(=O)NC1CCCCC1	4[16.7 µM]	0	1	0	-1	2.7	-4
16	CCOC(=O)CNC(=O)C1(/C=C/c2ccccc2)CC(=O)N1c1ccc(C)cc1 (stereo not given)	-10	3	3	6	-1	-1.1	7
17	Cc1cc(Nc2ccc(C(=O)O)cc2)n2nc(C)nc2n1	1	-2	-1	-4	x	-2.2	-2
18	Nc1nonc1-c1nc2ccccc2n1CC(=O)N/N=C/c1ccc(-c2ccccc2C(=O)O)o1	x	1	0	60*	7	-0.4	-9
19	O=C(c1ccc(F)cc1)N1[C@H](CO)[C@H]2c3ccccc3NC[C@H]21	-19[16.7 µM]	2	-2	2	2	-4.6	3
20	COc1ccc(NC(=O)N[C@@H]2CC[C@@H](CCNS(=O)(=O)c3ccccc3F)O[C@H]2CO)cc1	x	-1	7	-2	-1	-1.4	-6
21	O=C(CCN1CCCCO1)N1CCCC(Nc2ccc(F)cc2)C1 (stereo not given)	-5	1	2	1	-2	-1.2	2
22	CN(C[C@@H]1N[C@@H](CO)[C@@H]1c1ccc(C2=CCCC2)cc1)S(C)(=O)=O	-14[16.7 µM]	2	-4	-4	2	-2.3	2
23	CCC(=O)Nc1ccc2c(c1)C(=O)N(C)[C@@H]1CC[C@H](CC(=O)NCC3CC3)O[C@H]1CO2	-4[16.7 µM]	1	0	0	1	-2.8	u
24	Cc1noc(C)c1S(=O)(=O)N(C)C[C@H]1Oc2ccc(NC(=O)C3CCCCC3)cc2C(=O)N([C@H](C)CO)C[C@@H]1C	-4	-1	-6	2	-3	1.4	u
25	C[C@@H]1CN([C@H](C)CO)C(=O)Cc2cc(NS(=O)(=O)c3cn(C)cn3)ccc2O[C@H]1CN(C)C(=O)NC1CCCCC1	-4[16.7 µM]	x	x	x	x	2.3	-6
26	CC(=O)c1ccc(NC(=S)NCC(c2ccco2)N2CCCC2)cc1 (stereo not given)	x	-5	6	3	0	2.1	x
27	O=C(Nc1cc(F)ccc1F)N[C@@H]1C=C[C@H](CC(=O)N2CCc3ccccc3C2)O[C@@H]1CO	-8[16.7 µM]	0	1	2	0	-1.3	3
28	Cc1ccc(CSCC(=O)NCCc2ccccc2)cc1	4	x	1	-5	0	5.1	-5
29	CCn1nc(C(=O)NNS(=O)(=O)c2ccc(C)cc2)c2ccccc2c1=O	-2	1	0	-1	-2	0.4	4
30	O=C1C(CSCc2ccccc2)NC(=S)N1c1ccccc1 (stereo not given)	-3	-2	5	-6	-4	0.8	8
31	CCn1c(CC(=O)Nc2ccccc2)nnc1SCC(=O)Nc1nnc(C)s1	-1	-4	1	-3	-6	-0.4	2
32	Cc1cccc(N(Cc2cc3ccc(C)cc3[nH]c2=O)S(=O)(=O)c2ccccc2)c1	-8	-4	5	7	0	0.2	0
33	C[C@@H]1CN([C@H](C)CO)C(=O)c2cc(NC(=O)c3ccccc3)ccc2O[C@@H](C)CCCCO[C@H]1CN(C)C(=O)NC1CCCCC1	-15[16.7 µM]	x	x	x	x	-2.7	-12
34	O=C(CNc1ccccc1)Nc1cccc2ccccc12	50	x	4	0	0	1.6	-3
35	Cc1cccc(NC(=S)Nn2cnnc2)c1C	x	-1	3	-2	-4	-2.5	18
36	CC(C)Nc1ccc(C(CC(N)=O)NC(=O)Cc2cccc3ccccc23)cc1[N+](=O)[O-] (stereo not given)	-6	1	-4	1	-2	1.0	3
37	CCO[C@H]1OC(C(=O)NCc2ccccc2)=C[C@@H](C(C)(C)C)[C@@H]1CCCO	-8	-2&5	0&-2	-1&1	-2&-3	-0.4&-1.3	-8&4
38	C[C@H](CO)N1C[C@H](C)[C@H](CN(C)CC2CC2)OCCCC[C@H](C)Oc2ccc(NS(=O)(=O)c3cn(C)cn3)cc2C1=O	-1[16.7 µM]	0	1	-3	0	-2.0	3
39	COC(=O)Nc1ccc(S(=O)(=O)Nc2cc(OC)nc(OC)n2)cc1	x	-4	0	-2	-5	-0.7	10
40	COc1ccc(CCC(=O)Nc2ncc(C)s2)cc1OC	x	0	0	0	-1	1.5	u
41	CSCC[C@H](NC(=O)Cc1c(C)c2c(cc(C)c3c(C)c(C)oc32)oc1=O)C(=O)O	4	17	4	2	3	-1.6	0
42	CCc1c(C(=O)N2CCCN(C)CC2)csc1C	-7	-1	2	-5	0	-4.8	-4
43	CCC1N=C(SC)NC(C)=C1C(=O)c1ccccc1 (stereo not given)	x	11	-1	0	-3	3.1	14
44	CCOC(=O)c1ccccc1NC1c2ccccc2C(=O)N1C1CCN(C(=O)OCC)CC1 (stereo not given)	-12	6	11	11	2	1.1	-9
45	Cc1nc(NC(=O)CCc2ccccc2)ccc1Br	3	6	-5	-2	-3	x	x
46	CNC(=O)C[C@@H]1CC[C@@H]2[C@@H](COc3ccc(NC(=O)Nc4cccc(F)c4)cc3C(=O)N2C)O1	-12[16.7 µM]	x	x	x	x	1.4	1
47	Cc1ccc(OCC(=O)N/N=C/c2cccn2C)cc1C	x	2	0	1	-5	-2.5	0
48	C[C@H]1CN([C@@H](C)CO)C(=O)Cc2cc(NS(=O)(=O)c3cn(C)cn3)ccc2O[C@H]1CN(C)Cc1ccc(C(=O)Nc2ccccc2N)cc1	x	-2	2	7	-1	0.0	-8
49	Cc1c(Cl)c([N+](=O)[O-])nn1CC(=O)NCC1CCCO1 (stereo not given)	0	1	5	-1	-2	-3.1	-5
50	Cc1cc(=O)c(C(=O)O)nn1-c1ccccc1Cl	-6	1	1	0	-1	0.2	-4
51	C/C(N)=C(/C#N)C(=O)CSc1nnc(Nc2cccc(C)c2)s1	13&28	3	-6	5	x	1.0	3
52	COc1ccc2c3c(n(C)c2c1)[C@H](CO)N(Cc1ccc(F)cc1)CC31CCN(C)CC1	x	0	-2	-3	1	-1.6	16
53	CNC[C@@H]1Oc2ccc(NS(=O)(=O)c3c(C)noc3C)cc2CC(=O)N([C@H](C)CO)C[C@H]1C	-1[16.7 µM]	2	-4	0	-1	0.5	-7
54	O=S(=O)(c1ccc2ccccc2c1)N1CCN(Cc2ccc(OCCO)cc2)CC1	x	-2	-1	0	x	3.5	5
55	COc1ccc(NC(=O)N(C)C[C@H]2Oc3ccc(NC(=O)Nc4ccccc4)cc3C(=O)N([C@@H](C)CO)C[C@@H]2C)cc1	2[16.7 µM]	0	0	0	5	1.5	2
56	CC(=O)c1c(C)[nH]c(C(=O)Nc2cccc(C)c2C)c1C	x	0	3	0	-4	-0.1	16

More results.
item	mol	miR122 inh	ERAP1 inh	ERp5 block	Casp6 inh	SIRT5 inh	F508del corr	DENV2 CPE rescue
57	NS(=O)(=O)c1ccc(CCNCC(=O)NC2CC2)cc1	3	1	-4	9	-3	3.9	3
58	Cc1ccc(S(=O)(=O)N(C)C[C@@H]2OCCCC[C@H](C)Oc3ccc(NS(=O)(=O)c4ccc(F)cc4)cc3C(=O)N([C@@H](C)CO)C[C@H]2C)cc1	4[16.7 µM]	2	-1	2	19*	-1.9	5
59	O=CN1c2ccccc2CSc2ccccc21	0	10	0	1	-1	0.0	4
60	COC(=O)N1C(=O)[C@@](c2ccc(OC)cc2)(C(C)C)N1C(=O)OC	-5	-2	1	3	2	x	x
61	O=C(C[C@@H]1C[C@H]2c3cc(NS(=O)(=O)c4ccc(F)cc4)ccc3O[C@H]2[C@@H](CO)O1)NCc1ccc(-c2ccccc2)cc1	-3[16.7 µM]	0	13	0	16*	-0.3	2
62	C=CCN1C(=O)C(C)(C)N(C(=O)c2cccc([N+](=O)[O-])c2)c2ccccc21	-6	-1	1	1	-1	0.3	2
63	O=C(CSc1ccccc1C(=O)O)NCC1CCCCC1	-6	-2	-6	9	-1	-2.2	2
64	Cc1ccc(S(=O)(=O)Oc2ccc(N3C(=O)C4C5CCC(C5)C4C3=O)cc2)cc1 (stereo not given)	x	0	-3	2	-4	3.0	8
65	CCCCn1c(N)c(N(CC(C)C)C(=O)C2CSC3(C)CCC(=O)N23)c(=O)[nH]c1=O (stereo not given)	x	4	0	0	-4	3.2	12
66	COc1ccc(/C=N/NC(=O)c2ccncc2)cc1CN1CCOCC1	x	1	-7	-3	5	-1.2	0
67	COC(=O)c1ccc(/C=C(\C#N)c2ccccn2)cc1	-6	4	3	-2	0	0.2	0
68	CC(C)NC(=O)Nc1cccc2c1O[C@H](CN(C)C(=O)NC(C)C)[C@@H](C)CN([C@@H](C)CO)C2=O	-2[16.7 µM]	-4	1	1	-3	-1.0	18
69	COc1cccc(NC(=S)NCCCN2CCOCC2)c1	x	1	2	-20	1	x	1
70	Cc1ccc(S(=O)(=O)Nc2ccc3c(c2)C(=O)N([C@@H](C)CO)C[C@@H](C)[C@H](CN(C)Cc2ccc(Cl)c(Cl)c2)OCCCC[C@@H](C)O3)cc1	-12[16.7 µM]	0	-4	-1	17*	0.7	-7
71	CN(Cc1cnn(-c2ccc(F)cc2)c1)Cc1nc(Cc2ccccc2)no1	-1	-1	5	3	-2	-2.6	-2
72	Cn1nc(-c2ccc(Cl)cc2)c2cc(C(=O)NCc3ccco3)sc21	-7	x	3	0	x	-1.4	19
73	COc1ccc(OCC(=O)NCCCn2ccnc2)cc1	x	7	-2	-11	1	-1.8	-3
74	CC(C)C[C@H]1COc2cccc(N3CCSCC3)c2S(=O)(=O)N1	x	x	-3	1	1	-0.4	1
75	Cc1noc(NS(=O)(=O)c2ccc(NC(=O)/C=C/c3ccc(Cl)cc3Cl)cc2)c1C	-7	2	1	-1	-3	-1.4	6
